Bioassay records as filed in PubChem BioAssay.
PAX8 reporter: inhibitors of PAX8 transcriptional activity in RMG-I cells | RMG-I TPO-luciferase reporter, SteadyGlo, 24 h | inhibition, % at 12.6 µM | 1.2% of 360,000 active;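 active means mean replicate inhibition at least 60% with every replicate also reaching 60%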;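 further: luciferase light reporting Pax8 driven TPO promoter activity; plate controls were median of neutral control wells for no effect and mitoxantrone controls for full effect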
LGR2 inh: inhibitors of bursicon-induced Drosophila LGR2 receptor cAMP signaling; HEK293 LGR2, CRE-luciferase, bursicon-stimulated, 4 h; inhibition, % at 9.99 µM; 0.35% of 380,000 active; AID 720647;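 active means drop in luminescence signal, shown as inhibition above about 50% in the replicate tests, limit read from the data, passing the limit was not always enough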;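 further: agonist challenge used bursicon conditioned medium at about half maximal strength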
FN deposition inh: fibronectin deposition inhibition; AH1F fibroblasts, Alexa488-fibronectin deposition fluorescence, overnight; inhibition, % at 12.6 µM; 0.086% of 350,000 active; AID 743247;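 active means mean inhibition across replicates of 30% or more, regardless of how many single replicates reach that level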;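 further: positive control wells lacked labelled fibronectin entirely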
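Material: AH1F fibroblast monolayer depositing Alexa488-labelled fibronectin into matrix | Input: 10000 AH1F cells/well | Medium: DMEM plus 2% serum, read in PBS | Reagent: Alexa488-fibronectin, 24 nM final in well | Compound dosing: One dose per compound, pinned | Schedule: 1 h adhesion, overnight exposure | Measured by: Fluorescence at 485 nm excitation, 525 nm emission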
miR-122 sensor: blocks miR-122 activity in Huh7 sensor cells; activation (reporter increase), % at 12.5 µM; 0.3% of 340,000 active; AID 602342; Huh7 miR-122 Renilla luciferase sensor, 48 h; neutral wells = 0, positive control = 100;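 active means mean replicate activation score at least 90 and every replicate individually at or above 90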;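 further: higher luciferase means less miR-122 activity so hits act as miR-122 inhibitors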
PGC1a acetyl inh: PGC1a acetylation modulation, inhibitor mode; U2OS PGC1a acetylation, AlphaScreen anti-acetyl-lysine; with virally co-expressed GCN5 acetyltransferase; inhibition, % at 15.6 µM; 0.17% of 350,000 active;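 active means every replicate shows inhibition of at least 40%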;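 further: 0% = neutral control wells and 100% = positive control wells; some results beyond the cut were filed as inactive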
CASP6 VEID inh: blocks human caspase-6 cleavage activity | P55212 | purified caspase-6, Z-VEID-R110 cleavage fluorescence | inhibition, % at 12.5 µM | 0.53% of 350,000 active;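 active means mean inhibition across replicates at least about 35%, with every replicate also reaching that limit, limit read from the data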;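 further: 0% = median of neutral control wells and 100% = no fluorescence left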
Target sequence (P55212 24-179 limits assumed): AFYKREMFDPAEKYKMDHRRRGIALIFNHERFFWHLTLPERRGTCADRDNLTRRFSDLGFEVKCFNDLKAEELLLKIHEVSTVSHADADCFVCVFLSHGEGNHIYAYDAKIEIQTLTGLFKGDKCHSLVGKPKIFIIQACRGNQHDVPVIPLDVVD
Target sequence (P55212 194-293 limits assumed): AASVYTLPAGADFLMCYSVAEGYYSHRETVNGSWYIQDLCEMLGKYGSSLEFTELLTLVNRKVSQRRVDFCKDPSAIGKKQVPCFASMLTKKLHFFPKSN
Cneo AK release: Cryptococcus neoformans lysis via adenylate kinase release. lysis activity, % at 15 µM. C. neoformans lysis, adenylate kinase release luminescence, 4 h; normalised: neutral wells 0, clomiphene wells 100. 0.2% of 360,000 active;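 active means mean lysis activity across replicates of at least 80%, whatever share of replicates individually reach that level; inactive means mean lysis activity below 80%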
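Assay system: C. neoformans cells. Amount: yeast cell density of 5 × 10^6 cells/mL. Technique: AK luminescence. Buffer or medium: YPD. Times: static 4 h at 37 °C with compound, 1 h detection. Dosing: single-point compound dose. Read-out: lysis from increased AK signal.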
EWS-Fli block: blocks EWS/Fli oncoprotein-driven transcription; inhibition, % at 12.6 µM; AID 651661; A673 NR0B1-luciferase reporter, viability-normalised; 0.67% of 350,000 active;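 active means mean inhibition of at least 50% after viability correction, with every replicate also passing that limit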;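 further: firefly luciferase signal divided by Alamar Blue viability fluorescence both relative to DMSO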
Numbers without * were called inactive; nt = not tested or not shown; [ ] = dose if it differs, or a comment. Random draw from the library (roughly 2.5% active in at least one column).

nr | Molecule | PAX8 reporter | LGR2 inh | FN deposition inh | miR-122 sensor
1 | C=CCN1CCN(c2ccncc2S(=O)(=O)N2CCN(C)CC2)CC1 | -2 | -11 | -3 | nt
2 | O=C(N/N=C/c1ccc(O)c(O)c1)c1cccc(S(=O)(=O)N2CCCCC2)c1 | 13 | 9 | nt | -8
3 | Cc1noc(C)c1C(=O)Nc1ccc(Cl)cc1C(F)(F)F | nt | nt | nt | 5
4 | O=S(=O)(NC[C@H]1[C@@H](c2ccccc2)[C@H](CO)N1CC1CC1)c1ccccc1 | -8 | -1 | -3 | -7[16.7 µM]
5 | CCOc1ccccc1C(=O)Nc1cc(C)ccc1NC(=O)c1ccco1 | 13 | -21 | 0 | 3
6 | CC(C)NC(=O)Nc1ccc2c(c1)CC(=O)N([C@H](C)CO)C[C@H](C)[C@@H](CN(C)C)O2 | -1 | 17 | -4 | -6[16.7 µM]
7 | CCc1cc(C(=O)O)c(NC(=O)/C=C/c2ccc(OC)c(OC)c2)s1 | 1 | -10 | 2 | nt
8 | Cn1c(=O)cc(OCCCC(=O)NCc2ccco2)c2ccccc21 | -9 | nt | -5 | -1
9 | CCOc1ccc2nc(NS(=O)(=O)c3ccc(NC(C)=O)cc3)sc2c1 | -3 | nt | 0 | 16
10 | CC(C)CC(=O)N=C1SC2CS(=O)(=O)CC2N1Cc1ccccc1 (stereo unspecified) | 9 | -13 | 8 | -19
11 | Cc1ccc([C@H]2N[C@]3(CCCN(Cc4ccc(Cl)cc4)C3=O)[C@H]3C(=O)N(Cc4ccccc4)C(=O)[C@@H]23)cc1 | 13 | 3 | 2 | -8
12 | CC(=O)N1CC[C@@H]2[C@H](CO)Nc3ccc(C#Cc4ccccc4F)cc3[C@@H]21 | -69 | 0 | 4 | -6[16.7 µM]

nr | PGC1a acetyl inh | CASP6 VEID inh | Cneo AK release | EWS-Fli block
1 | nt | -15 | -2 | 0
2 | nt | nt | 1 | 4
3 | -3 | -1 | -2 | -3
4 | 6 | 2 | 0 | 1
5 | -10 | 2 | 14 | nt
6 | 11 | 0 | -1 | nt
7 | nt | -3 | nt | -10
8 | -12 | nt | 0 | nt
9 | 0 | nt | -2 | nt
10 | -3 | -2 | nt | 4
11 | 4 | 5 | 0 | -1
12 | -7 | 5 | 5 | -51

nr | Molecule | PAX8 reporter | LGR2 inh | FN deposition inh | miR-122 sensor
13 | COc1ccccc1-c1ccc2n(c1=O)C[C@@H]1[C@@H](CO)[C@H](C(=O)N(C)C)N[C@H]21 | nt | -11 | nt | nt
14 | COC(=O)c1ccc(N2CCC(c3cc(-c4ccc(OC)cc4)n[nH]3)CC2)c([N+](=O)[O-])c1 | -17 | nt | nt | -3
15 | COc1ccc(-c2cc(C3CC3)nc(N)c2C#N)cc1 | 4 | 4 | -7 | 2
16 | CCOC(=O)c1c(NC(=O)c2ccc(S(=O)(=O)N3CCOCC3)cc2)sc2c1CCN(C(C)C)C2 | 1 | -6 | -7 | 8
17 | Cc1ccc(CN(C)C(=O)c2ccccc2Oc2ccccc2)o1 | 14 | nt | nt | 4
18 | CC1CCc2nn(CC(=O)NCCC3=CCCCC3)cc2C1 (stereo unspecified) | 7 | -22 | -31 | -2
19 | COC(=O)Cc1nnn2c1[C@H](C)[C@H](c1ccccc1Br)OC[C@@H]2c1ccccc1 | 2 | 9 | -8 | nt
20 | O=C(Oc1ccccc1Cl)c1ccc2c(=O)n3c(nc2c1)CCC3 | 6 | -1 | -4 | nt
21 | COCCN1CCN(Cc2cn(C)nc2-c2ccc(Oc3ccccc3)cc2)CC1 | 24 | -8 | 0 | 6
22 | Cc1ccc(S(=O)(=O)N2CCC(=O)N(C(COCc3ccccc3)Cc3ccccc3)CC2)cc1 (stereo unspecified) | 17 | 10 | 10 | -2
23 | O=C(C[C@H]1C[C@H]2c3cc(NS(=O)(=O)c4ccc(F)cc4)ccc3O[C@H]2[C@H](CO)O1)NCc1ccc(Oc2ccccc2)cc1 | 99* | 22 | nt | 22[16.7 µM]
24 | C=CCN(c1ccccc1)S(=O)(=O)c1cccc(C(=O)Nc2ncccc2C)c1 | 12 | -2 | -2 | 27

nr | PGC1a acetyl inh | CASP6 VEID inh | Cneo AK release | EWS-Fli block
13 | nt | 2 | 62 | -15
14 | -34 | nt | -1 | nt
15 | 2 | -2 | 2 | -10
16 | -10 | -1 | 0 | nt
17 | -10 | nt | 18 | nt
18 | nt | -1 | 1 | -9
19 | nt | -5 | nt | -2
20 | nt | 8 | nt | -4
21 | 2 | -1 | -2 | 6
22 | -12 | 4 | 1 | 26
23 | -11 | -3 | 2 | 54*
24 | 11 | -172 | -1 | -17

nr | Molecule | PAX8 reporter | LGR2 inh | FN deposition inh | miR-122 sensor
25 | CC(C)CC#Cc1ccc([C@@H]2[C@@H](CO)N3C(=O)CN(C(=O)NC4CCCC4)C[C@@H]23)cc1 | nt | 1 | -9 | nt
26 | C=CCNC(=O)C1CCCN(S(C)(=O)=O)C1 (stereo unspecified) | nt | -3 | nt | -4
27 | Cc1noc(NS(=O)(=O)c2ccc(NC(=O)CCCOc3ccc(Cl)cc3Cl)cc2)c1C | 14 | -15 | nt | -5
28 | O=C(C[C@H]1CC[C@H](NC(=O)c2ccncc2)[C@@H](CO)O1)Nc1ccccc1 | 2 | -6 | 6 | nt
29 | CCOC(=O)N1CCC(c2cc(=O)n3[nH]ccc3n2)CC1 | -6 | 0 | -3 | 5
30 | Nc1nc(NCCCN2CCOCC2)nc(Nc2ccc(Cl)cc2)c1[N+](=O)[O-] | 2 | -6 | 2 | 4
31 | Cc1cccc(NC(=O)c2cnc3sccn3c2=O)n1 | -23 | -5 | -3 | -2
32 | Cc1noc(C)c1CC(=O)NC1CC(C)(C)Cc2c1cnn2-c1ccccc1 (stereo unspecified) | nt | 0 | 0 | 0
33 | C[C@H]1CN([C@@H](C)CO)C(=O)Cc2cc(N(C)C)ccc2O[C@H]1CN(C)Cc1ccc(-c2ccccc2)cc1 | -4 | 5 | -1 | -1[16.7 µM]
34 | CC(C)CCn1c(SCc2ccc(Cl)cc2)nc2c1c(=O)[nH]c(=O)n2C | nt | nt | -11 | -1
35 | Cc1nc(C)n(CCNS(=O)(=O)c2ccc(C)c(C)c2)n1 | -1 | -7 | 6 | 10
36 | COc1ccc(S(=O)(=O)Nc2ccc3c(c2)CC(=O)N([C@H](C)CO)C[C@@H](C)[C@@H](CN(C)Cc2ccc(-c4ccccc4)cc2)O3)cc1 | 31 | -11 | nt | -3[16.7 µM]

nr | PGC1a acetyl inh | CASP6 VEID inh | Cneo AK release | EWS-Fli block
25 | -4 | 3 | nt | 0
26 | -7 | -4 | 0 | 7
27 | nt | 17 | -1 | nt
28 | 7 | -1 | 0 | -3
29 | 9 | 0 | -1 | -7
30 | -2 | -7 | 0 | -24
31 | 8 | -2 | 3 | -74
32 | 2 | 2 | 4 | -11
33 | -7 | -3 | 6 | -5
34 | -7 | nt | -1 | nt
35 | nt | 6 | 0 | 6
36 | -20 | 0 | -2 | 28

An excerpt from above in order of heavy-atom count, lowest first:
nr | Molecule | PAX8 reporter | LGR2 inh | FN deposition inh | miR-122 sensor
31 | Cc1cccc(NC(=O)c2cnc3sccn3c2=O)n1 | -23 | -5 | -3 | -2
29 | CCOC(=O)N1CCC(c2cc(=O)n3[nH]ccc3n2)CC1 | -6 | 0 | -3 | 5
30 | Nc1nc(NCCCN2CCOCC2)nc(Nc2ccc(Cl)cc2)c1[N+](=O)[O-] | 2 | -6 | 2 | 4
27 | Cc1noc(NS(=O)(=O)c2ccc(NC(=O)CCCOc3ccc(Cl)cc3Cl)cc2)c1C | 14 | -15 | nt | -5
33 | C[C@H]1CN([C@@H](C)CO)C(=O)Cc2cc(N(C)C)ccc2O[C@H]1CN(C)Cc1ccc(-c2ccccc2)cc1 | -4 | 5 | -1 | -1[16.7 µM]

nr | PGC1a acetyl inh | CASP6 VEID inh | Cneo AK release | EWS-Fli block
31 | 8 | -2 | 3 | -74
29 | 9 | 0 | -1 | -7
30 | -2 | -7 | 0 | -24
27 | nt | 17 | -1 | nt
33 | -7 | -3 | 6 | -5

(next part)
nr | Molecule | PAX8 reporter | LGR2 inh | FN deposition inh | miR-122 sensor
37 | CC(C)CC#Cc1ccc([C@H]2[C@H]3CN(C(=O)c4cnccn4)CC(=O)N3[C@H]2CO)cc1 | nt | 14 | nt | nt
38 | CCn1cc(C(=O)OCC(=O)N2C(C)CCCC2C)c(=O)c2ccc(C)nc21 (stereo unspecified) | -23 | 2 | 2 | -1
39 | Cc1cc(=O)oc2cc(OCC3CC(c4ccc(Cl)cc4)=NO3)ccc12 (stereo unspecified) | nt | -2 | -4 | 0
40 | Fc1ccc(N=Cc2ccc[nH]2)cc1 | -2 | 2 | -2 | -4
41 | CC(C)C1C(=O)N(Cc2cn(CCC3OCCCO3)nn2)CCS(=O)(=O)N1Cc1ccc(-c2ccc(F)nc2)cc1 (stereo unspecified) | 3 | -6 | 3 | -3
42 | Cc1cccc(C(=O)NC2CCN(C(=O)Nc3ccc(F)cc3)CC2)c1 | 12 | 13 | 2 | nt
43 | Cn1c(Cn2c(=O)sc3ccccc32)nnc1SCc1ccccn1 | nt | 2 | -2 | -2
44 | C[C@H]1CN([C@@H](C)CO)C(=O)c2cc(NC(=O)NC3CCCCC3)ccc2O[C@@H]1CN(C)Cc1ccncc1 | 4 | 5 | -5 | -9[16.7 µM]
45 | O=C(Nc1cc(F)ccc1F)N[C@@H]1C=C[C@@H](CC(=O)N2CCc3ccccc3C2)O[C@@H]1CO | 10 | 16 | 1 | nt
46 | CCc1ccc(N(C(=O)c2csnn2)C(C(=O)NC(C)(C)CC)c2ccccn2)cc1 (stereo unspecified) | 27 | 7 | -14 | nt
47 | O=C(Nc1ccc(F)cc1)N1CC(=O)N2[C@H](C1)[C@H](c1ccc(-c3ccccc3)cc1)[C@@H]2CO | 8 | -1 | 4 | nt
48 | CO[C@@H](CN(C)Cc1ccc2c(c1)OCO2)[C@H](C)CN(C(=O)Nc1ccc(F)cc1)[C@H](C)CO | nt | 24 | 8 | nt

nr | PGC1a acetyl inh | CASP6 VEID inh | Cneo AK release | EWS-Fli block
37 | -4 | 10 | nt | 3
38 | 2 | 0 | 1 | 5
39 | -10 | nt | 1 | nt
40 | 4 | 1 | -3 | 10
41 | -3 | 9 | 0 | -2
42 | nt | -5 | 1 | -1
43 | 9 | nt | 34 | nt
44 | -2 | -2 | 6 | 7
45 | -2 | 2 | nt | nt
46 | -3 | 0 | nt | -1
47 | -5 | 3 | nt | 9
48 | -7 | 0 | -9 | -17

nr | Molecule | PAX8 reporter | LGR2 inh | FN deposition inh | miR-122 sensor
49 | COc1ccc([N+](=O)[O-])cc1NS(=O)(=O)Cc1ccccc1 | 17 | 12 | -7 | nt
50 | CCSc1nc(N2CCOCC2)c2c(c1C#N)CC(C)(C)N(C)C2 | nt | 11 | nt | 5
51 | CC(C)(Cc1ccccc1)NC(=O)C(=O)c1cn(CC(=O)N2CCOCC2)c2ccccc12 | 14 | -20 | 5 | -6
52 | Cc1ccccc1Nc1nnc(SCc2cc([N+](=O)[O-])cc3c2OCOC3)s1 | nt | 15 | nt | -3
53 | COc1ccc(-c2oc3ccccc3c2C(=O)OCc2ccccc2OC)cc1 | -2 | -2 | -1 | 0
54 | O=C(COC(=O)/C=C/c1ccccc1[N+](=O)[O-])NNC(=O)c1ccc(F)cc1 | 12 | -16 | -3 | -3

nr | PGC1a acetyl inh | CASP6 VEID inh | Cneo AK release | EWS-Fli block
49 | nt | 0 | -9 | -4
50 | 7 | nt | -3 | nt
51 | 2 | 3 | -2 | nt
52 | 3 | 1 | nt | -4
53 | -15 | 2 | 31 | -9
54 | 4 | 0 | -1 | 2
